D3 ag: D3 dopamine receptor (human) agonism; P35462; D3R DiscoveRx beta-arrestin cells, luminescence, 90 min; max activation, %; 410,000 compounds, 0.58% hits; in the data active means max activation above about 30%; further: 0% is about no effect; mostly tested at two doses, the higher about 12 µM
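Cells at 1500/well, incubated overnight, then treated with pinned compounds (dopamine as control) for 90 min at 37 degrees C. DiscoveRx reagent added for 30 - 60 minutes at room temperature; luminescence read.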
Akt phos inh: blocks phosphorylation of Akt. Neuro2A IGF-stimulated pAkt S473 HTRF, 20 min; hits give low values. activity change, % for hits at 50 µM. 360,000 compounds, 0.32% hits. AID 651550; in the data active means activity change below about -80%; inconclusive means mostly about -51% to -80%; further: on the % scale 0 is the no-effect control and ±100 the full control effect
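Single-point screen (50 µM final compound) in Neuro2A cells stimulated 20 min with 6 nM IGF at 37 deg C. After lysis, Ser473-phosphorylated Akt read by HTRF (ex 330 nm, em 615/665 nm) as the 665/615 ratio.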
D3 antag: antagonists of human D3 dopamine receptor; AID 652054; max response, negative = inhibition, %; 360,000 compounds, 2.5% hits; P35462; D3R cells, DiscoveRx beta-arrestin luminescence, antagonist mode; hits give low values; in the data active means max response below about -50%; inconclusive means no clear call, values can overlap the other calls; further: on the % scale 0 is the no-effect control and ±100 the full control effect; mostly tested at two doses, the higher about 12 µM
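Cells plated overnight at 1500 cells/well, then exposed to library compounds with dopamine controls for 90 minutes at 37 degrees C. DiscoveRx reagent added for 30–60 minutes at room temperature; luminescence read, quantitative HTS format.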
EPAC2 antagonist: EPAC2 (human) antagonism; EPAC2 GEF exchange of Rap1B-BODIPY-GDP, fluorescence; Potency, µM (titrated, usually from 114 µM), without a hit: at the highest dose activity, negative = inhibition, hits mostly inhibitors; 360,000 compounds, 0.18% hits; further: potency means the concentration at half of the fitted maximal effect; on the % scale 0 is the no-effect control and ±100 the full control effect; nearly all actives have a fitted effect of over 45% in size; many of its hits are not listed in these tables
Target sequence (Q8WZA2 whole entry, looked up): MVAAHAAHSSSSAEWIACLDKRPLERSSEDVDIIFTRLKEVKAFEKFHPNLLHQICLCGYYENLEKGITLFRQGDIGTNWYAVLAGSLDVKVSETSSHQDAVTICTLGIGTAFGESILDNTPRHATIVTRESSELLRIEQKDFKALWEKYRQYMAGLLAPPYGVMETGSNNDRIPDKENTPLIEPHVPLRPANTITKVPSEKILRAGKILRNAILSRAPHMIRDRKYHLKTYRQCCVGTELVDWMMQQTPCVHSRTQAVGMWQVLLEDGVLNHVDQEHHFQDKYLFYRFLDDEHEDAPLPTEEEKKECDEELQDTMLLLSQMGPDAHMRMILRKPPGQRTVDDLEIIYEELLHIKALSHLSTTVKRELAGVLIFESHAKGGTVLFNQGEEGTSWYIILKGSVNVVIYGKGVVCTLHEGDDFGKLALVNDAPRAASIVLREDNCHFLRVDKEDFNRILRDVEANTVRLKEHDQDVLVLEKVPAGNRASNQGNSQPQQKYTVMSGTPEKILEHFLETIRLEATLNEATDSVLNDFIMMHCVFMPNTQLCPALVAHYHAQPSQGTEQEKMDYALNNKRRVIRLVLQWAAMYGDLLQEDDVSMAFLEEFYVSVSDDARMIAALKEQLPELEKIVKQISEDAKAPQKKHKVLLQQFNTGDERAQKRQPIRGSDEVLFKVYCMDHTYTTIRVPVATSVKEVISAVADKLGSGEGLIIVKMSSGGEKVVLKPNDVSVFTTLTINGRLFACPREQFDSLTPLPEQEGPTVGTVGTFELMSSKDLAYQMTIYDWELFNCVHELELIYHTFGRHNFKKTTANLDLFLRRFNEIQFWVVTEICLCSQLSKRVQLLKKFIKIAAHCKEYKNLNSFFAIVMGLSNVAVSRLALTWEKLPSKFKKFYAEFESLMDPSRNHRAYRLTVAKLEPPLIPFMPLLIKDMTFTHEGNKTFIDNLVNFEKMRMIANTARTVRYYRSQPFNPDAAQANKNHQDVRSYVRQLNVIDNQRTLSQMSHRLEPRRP
Mm-Cpn inhibitor: M. maripaludis TRiC chaperonin inhibition; purified Mm-Cpn ATPase, ADP Transcreener TR-FRET; Potency, µM (top dose mostly 76.9 µM), for inactives: at the top dose activity, negative = inhibition, usual class: inhibitors; 330,000 compounds, 0.031% hits; further: potency means the concentration at half of the fitted maximal effect; on the % scale 0 is the no-effect control and ±100 the full control effect; nearly all actives have a fitted effect of over 80% in size
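ATPase turnover read by TR-FRET ADP competition (Eu cryptate antibody/ADP-d2, 665/590 nm): 10uM ATP final, 25nM Mm-CPN final, 30 min 37degC after 10-min compound preincubation, pH 7.4 Tris/KCl/MgCl2/DTT buffer.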
PTHR1 ag: activates the human parathyroid hormone receptor PTHR1; Potency, µM (doses to about 115 µM), for inactives: top-dose activation, actives largely listed as activators; AID 743266; 410,000 compounds, 0.075% hits; HEK293 GP2 PTHR1 cells, GloSensor cAMP luminescence, 1 h; further: potency means the concentration at half of the fitted maximal effect; nearly all actives have a fitted effect of over 55% in size; some results filed as inactive show a strong effect at the top dose; inactives centre near -15; many of its hits are not listed in these tables
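HEK-293-derived GP2 cells expressing PTHR1 and a GloSensor cAMP reporter, 3,000/well, plated overnight, given luciferin plus IBMX (each 0.5 mM as added) for 1 h at 37 °C, then compound for 1 h at 37 °C. Luminescence was read after 15 min at room temperature.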
EPAC2 agonist: agonists of human EPAC2 (RAPGEF4). Q8WZA2. EPAC2 activation, biochemical qHTS; response scale: 100% = 6.5 mM cAMP response. Potency, µM (series often up to 154 µM), for inactives: top-dose activation, hits mostly activators. 360,000 compounds, 0.079% hits. AID 720711; further: potency means the concentration at half of the fitted maximal effect; nearly all actives have a fitted effect of over 50% in size
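Setup: EPAC2 100 nM, labeled Rap1B complex 250 nM, free GDP 50 uM. Compound titrations pinned in, brief spin, 5 min room temperature incubation. Kinetic fluorescence read over 30 min, normalized to 6.5 mM cAMP.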
CCT chaperon mod: modulators of cytosolic chaperonin (CCT/TRiC) activity; purified chaperonin ATPase assay, HTRF ADP detection, 30 min; activity change, % (no concentration beside the values), hits read low; 360,000 compounds, 0.3% hits; AID 651819; in the data active means activity change below about -30%; further: on the % scale 0 is the no-effect control and ±100 the full control effect
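TRiC (40 or 20 nM final, by batch activity) in 30 mM Tris pH 7.4, 100 mM KCl, 5 mM MgCl2, 1 mM DTT was treated with compound at 76 uM single dose, then 10 uM ATP, 30 min at 37 °C. ADP was read by HTRF Transcreener.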
* marks the source's active call; other numbers are inactive results; i = inactive; ? = inconclusive; nt = no result given; [ ] = another dose, or the depositor's remark. Unless noted, the call rests on the fitted dose curve; in most records, active means well fitted curve in the direction sought with a large enough effect; inconclusive means small, poorly fitted or top-dose-only effect, or another doubt; inactive means no such curve, though single readings can be large; an effect the other way counts as inactive or inconclusive. A portion of the library; rates above refer to the full screens.

Codes – A = D3 ag; B = Akt phos inh; C = D3 antag; D = EPAC2 antagonist; E = Mm-Cpn inhibitor; F = PTHR1 ag; G = EPAC2 agonist; H = CCT chaperon mod
CC(C)NC(=O)N1Cc2cc(C(=O)NC3CCCC3)nc(-c3cccc(-c4cccnc4)c3)c2[C@H]1CCO
  A = 2.2	B = i	C = 0.0	D = -10.1%	E = nt	F = i	G = 5.8%	H = 0.3
O=C(COC(=O)c1cccs1)Nc1nc(-c2ccccc2)cs1
  A = 2.1	B = i	C = ?	D = -16.7%	E = -1.0%	F = i	G = 1.2%	H = 2.3
COc1nc2ccccc2c(=O)n1OCC(C)C
  A = -1.3	B = i	C = 22.2	D = 1.3%	E = 0.2%	F = -37.2%[inhibitor][57.5 µM]	G = -8.3%	H = 0.4
COc1cc(C2CC(=O)N(c3ccc(C)cc3)C(=O)C2)cc(OC)c1OC
  A = 5.9	B = i	C = -8.5	D = 1.3%	E = 0.0%	F = i	G = 0.3%	H = -0.8
CCOc1ncccc1C(=O)Nc1ccc(Cl)cc1
  A = 1.1	B = i	C = 23.2	D = -10.7%	E = -0.2%	F = i	G = 10.2%	H = 0.1
Cc1cc(C)n2nc[n+](C)c2n1
  A = -2.5	B = i	C = -22.3	D = -0.6%	E = -0.1%	F = i	G = 4.8%	H = -2.2
CCn1c(SCC(=O)N2CCC(C)CC2)nc2c([nH]c3ccccc32)c1=O
  A = 0.1	B = i	C = -2.9	D = 7.1%	E = nt	F = -17.5%	G = -6.6%	H = 0.3
CCCOc1cc(NCc2ccccc2)c2ncn(C(C)C)c2c1
  A = 9.8	B = i	C = 6.9	D = ?	E = -1.5%	F = -22.6%	G = 8.1%	H = 0.5
O=C(NCc1ccccn1)C1CCCN(S(=O)(=O)c2cc(Cl)ccc2Cl)C1 (stereo not drawn)
  A = -19.3	B = i	C = -20.5	D = -5.0%	E = nt	F = i	G = 3.8%	H = 0.7
O=C(COC(=O)c1cc(=O)[nH]c2ccccc12)NCc1ccccc1Cl
  A = 0.3	B = i	C = 3.7	D = 1.4%	E = -3.0%	F = -2.9%	G = 0.0%	H = -1.2
CS(=O)(=O)N1CCC(Oc2cccc(C(=O)NCCCOc3cccnc3)c2)CC1
  A = 1.2	B = i	C = 8.9	D = 11.5%	E = 3.1%	F = -3.6%	G = 0.8%	H = -2.0
CCn1c(SCC(=O)NCc2ccco2)nc2ccccc2c1=O
  A = 3.6	B = i	C = 0.7	D = 3.7%	E = -1.3%	F = -14.9%	G = 4.4%	H = -1.9
Cc1ccc2nc3c(c(C(=O)O)c2c1)CCC3
  A = -2.6	B = i	C = 8.6	D = -1.5%	E = -0.8%	F = i	G = 16.4%	H = -2.0
CCC(C(=O)Nc1ccc(OC)c(Cl)c1)c1ccccc1 (stereo not drawn)
  A = 4.2	B = i	C = 11.6	D = -4.0%	E = 3.4%	F = i	G = 17.4%	H = -1.5
O=C(CSCc1ccccc1Cl)Nc1c[nH]c(=O)[nH]c1=O
  A = 28.0	B = i	C = 16.9	D = 3.9%	E = 0.1%	F = i	G = -5.8%	H = -0.7
CCOC(=O)c1cc(C#N)c(SCC(=O)O)[nH]c1=O
  A = -9.4	B = i	C = -22.1	D = -1.9%	E = -4.5%	F = -19.9%	G = 13.9%	H = -4.6
O=C(CCCN1C(=O)/C(=C/c2ccc(F)cc2)SC1=S)Nc1ccc(C(=O)O)cc1
  A = 0.9	B = i	C = -29.0	D = -6.3%	E = nt	F = i	G = -0.2%	H = 0.0
c1ccc(C2CN3CCSC3=N2)cc1 (stereo not drawn)
  A = 19.8	B = i	C = 15.2	D = 0.2%	E = 1.3%	F = -26.2%	G = 9.9%	H = -1.3
CC(=O)c1ccc(NC(=O)C2CCCN(S(=O)(=O)c3ccc(-n4cnnn4)cc3)C2)cc1 (stereo not drawn)
  A = -7.4	B = i	C = 0.0	D = 4.4%	E = 0.0%	F = i	G = 1.8%	H = 1.5
O=C1/C(=C\c2ccsc2)N2CCC1CC2
  A = 4.3	B = i	C = -5.5	D = -3.3%	E = 0.8%	F = -5.4%	G = 1.5%	H = -3.1
Cc1ccc(NC(c2ccccc2)c2nc3ccccc3[nH]c2=O)cc1 (stereo not drawn)
  A = -5.2	B = i	C = 5.0	D = 5.8%	E = 0.9%	F = i	G = -6.3%	H = -2.1
Cc1ccc(OCC(=O)O)c(O)c1
  A = -3.3	B = i	C = 4.5	D = 5.3%	E = nt	F = -2.4%	G = -2.9%	H = -2.3
Cc1ccc(C=NNc2ccc([N+](=O)[O-])cn2)cc1
  A = -10.3	B = i	C = -12.0	D = -1.5%	E = nt	F = -24.8%	G = -1.7%	H = -2.9
COc1ccc(OCC(=O)Nc2ccc(N3CCOCC3)cc2)c([N+](=O)[O-])c1
  A = 1.4	B = i	C = 14.3	D = 0.2%	E = 1.7%	F = -17.8%	G = 5.6%	H = -1.7
COc1ccc2[nH]c(O)c(N=NC(=O)Cc3cccs3)c2c1
  A = -1.1	B = i	C = 1.2	D = -12.5%	E = -2.0%	F = i	G = 8.9%	H = -0.7

Single records, from the list above. Order of screens: D3 ag, Akt phos inh, D3 antag, EPAC2 antagonist, Mm-Cpn inhibitor, PTHR1 ag, EPAC2 agonist, CCT chaperon mod
CCOC(=O)c1cc(C#N)c(SCC(=O)O)[nH]c1=O reads -9.4, i, -22.1, -1.9%, -4.5%, -19.9%, 13.9%, -4.6
COc1ccc2[nH]c(O)c(N=NC(=O)Cc3cccs3)c2c1 reads -1.1, i, 1.2, -12.5%, -2.0%, i, 8.9%, -0.7

Next section:
Codes – A = D3 ag; B = Akt phos inh; C = D3 antag; D = EPAC2 antagonist; E = Mm-Cpn inhibitor; F = PTHR1 ag; G = EPAC2 agonist; H = CCT chaperon mod
S=C(NCCN1CCOCC1)N/N=C/c1cccs1
  A = 3.4	B = i	C = 0.0	D = 2.6%	E = 0.0%	F = i	G = 5.4%	H = -22.6
CC(C)(C)C(=O)[C@@H]1[C@@H]2C(=O)N(C3CCCCC3)C(=O)[C@@H]2[C@H]2c3ccccc3C=CN12
  A = -6.5	B = nt	C = ?	D = -13.9%	E = -2.9%	F = -86.9%[inhibitor]	G = 9.9%	H = -2.2
CCOc1ccc(NC(=O)CN(C)C(=O)C2CC(=O)N(CCc3ccc(OC)c(OC)c3)C2)cc1OCC (stereo not drawn)
  A = -9.0	B = i	C = -4.7	D = 12.5%	E = nt	F = i	G = 15.3%	H = -0.2
C=CCSc1nc(N)cc(=O)[nH]1
  A = 6.6	B = i	C = 7.8	D = 2.4%	E = -3.4%	F = i	G = 5.3%	H = -1.3
COc1cc(OC)cc(C2=Cc3ccc(OC)cc3C(CC(C)=O)N2c2ccc(-c3cccs3)cc2)c1 (stereo not drawn)
  A = 5.9	B = i	C = 0.0	D = 7.8%	E = nt	F = 6.3%	G = 6.4%	H = 1.6
CCOc1cc(NC(=S)NCC2CCCO2)c(OCC)cc1NC(=O)CC(C)C (stereo not drawn)
  A = -8.6	B = i	C = -9.8	D = -4.6%	E = -0.9%	F = i	G = 4.8%	H = -5.0
CC(C)CCn1c(SCc2ccc(Cl)cc2)nc2c1c(=O)[nH]c(=O)n2C
  A = 13.6	B = i	C = 45.8	D = -1.9%	E = 0.4%	F = -10.9%	G = -2.4%	H = -8.4
Cn1c(SCC(=O)N2c3ccccc3Sc3ccccc32)nc2ccccc21
  A = 2.7	B = i	C = -12.6	D = -2.4%	E = ?	F = i	G = 5.4%	H = -0.8
Nc1cc(=O)[nH]c(SCC(=O)N2CCC(Cc3ccccc3)CC2)n1
  A = -14.5	B = i	C = 4.6	D = -5.8%	E = -2.2%	F = -21.9%	G = -8.6%	H = -0.1
CC(C)(C)c1ccc(O)c(N=Cc2cc3c(cc2[N+](=O)[O-])OCO3)c1
  A = 7.8	B = i	C = -7.1	D = -7.7%	E = -0.2%	F = -3.9%	G = -2.3%	H = 0.9
O/C(=C\c1nc2ccccc2[nH]1)c1cccs1
  A = 0.5	B = i	C = 2.8	D = -10.9%	E = -3.8%	F = -11.4%	G = 16.1%	H = 2.9
CN(C(=O)C=Cc1ccco1)c1ccccc1
  A = -4.2	B = i	C = -28.1	D = -2.4%	E = nt	F = -1.6%	G = 2.1%	H = -1.8
Cc1cc(=O)oc(C)c1C(=O)N1CCN(c2ccc(F)cc2)CC1
  A = -0.7	B = i	C = -9.0	D = -0.4%	E = 0.6%	F = 2.0%[57.5 µM]	G = -1.1%	H = -1.6
O=C1[C@@H]2Cc3c([nH]c4ccccc34)C(c3ccccc3)N2C(=O)CN1C1CCN(Cc2ccccc2)CC1 (stereo partly drawn)
  A = -15.0	B = i	C = -11.3	D = 2.7%	E = 1.4%	F = -8.2%	G = 7.8%	H = 1.4
Cc1nn(-c2ccccc2)c2c1C(c1ccc(F)cc1F)C(C#N)=C(N)O2 (stereo not drawn)
  A = 19.5	B = i	C = -10.7	D = -0.7%	E = -0.2%	F = -10.4%[57.5 µM]	G = 0.6%	H = 0.3
O=C(Nc1ccc(Cl)c(Cl)c1)Oc1ccc(NC(=O)c2ccco2)cc1
  A = -0.9	B = i	C = 11.1	D = -4.9%	E = 0.5%	F = i	G = 7.4%	H = -1.9
CCOc1ccccc1OCC(=O)Nc1cc(S(=O)(=O)N2CCCCC2)ccc1OC
  A = -4.3	B = i	C = 20.5	D = -3.2%	E = 1.5%	F = i	G = 1.0%	H = -7.4
O=C(COC(=O)/C=C/c1ccccc1Cl)NC(=O)Cc1ccccc1
  A = -1.8	B = i	C = 1.9	D = -0.9%	E = -1.3%	F = -4.3%	G = 8.5%	H = -0.9
O=C(CSc1ccccc1)NCCc1ccccc1
  A = -0.6	B = i	C = 9.5	D = -7.5%	E = -1.6%	F = -5.7%	G = 1.5%	H = -3.9
O=C(N/N=C/c1ccc(-c2ccccc2[N+](=O)[O-])o1)c1cccnc1
  A = -1.9	B = i	C = -58.6*	D = 14.7%	E = -2.0%	F = i	G = 5.3%	H = 0.6

Bioassay records from PubChem BioAssay.
